Screening results (PubChem BioAssay)
CHO-K1 Ca antag: M1 antagonist counterscreen hit in parental CHO-K1 cells. ATP-induced calcium, Fluo-8 fluorescence. inhibition, % at 3 µM. actives 0.6% (n = 360,000);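 active means inhibition above a per-plate cutoff, the plate's mean sample inhibition plus 3 SD, cut at about 24% in these data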;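 further: 0% = DMSO plus EC80 ATP and 100% = DMSO alone without ATP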
M1 PAM parental: counter-screen for M1 PAMs: effect in parental CHO-K1 cells. activation, % at 3 µM. ATP EC20, Fluo-8 calcium fluorescence; 0% at ATP EC20, 100% at ATP max. actives 0.02% (n = 360,000). AID 602247;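 active means activation above the run cutoff, the mean activation of all test compounds plus 3 SD, cut at about 40% in these data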;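 further: peak over basal fluorescence ratio in a 140 s read after ATP addition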
CHO parental Ca: counter-screen: ATP calcium response change in parental CHO cells. actives 0.63% (n = 330,000). parental CHO-K1, ATP-induced calcium, Fluo-8 fluorescence. AID 463079. inhibition, % at 5.6 µM;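 active means inhibition above that plate's mean sample inhibition plus 3 SD, cut at about 26% in these data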;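 further: 0% = ATP-challenged DMSO wells and 100% = DMSO wells without ATP; some compounds past the cut are filed as inactive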
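Measured by: calcium-sensitive Fluo-8 fluorescence / Test system: CHO parental line / Controls: ATP-challenged DMSO wells low, unchallenged DMSO wells high / Measure: % inhibition / Compound: single nominal dose of 5.6 µM per compound / Replicates: single well per compound, no replicates / Reagent: ATP as calcium-mobilizing challenge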
M1 PAM: positive allosteric modulators of human M1 muscarinic receptor; P11229; CHO-K1 hM1, Fluo-8 calcium fluorescence, ACh EC20; 0% = ACh EC20, 100% = maximal ACh; activation, % at 3 µM; actives 0.088% (n = 360,000); in the data active means activation above about 19%, passing the limit was not always enough
Target sequence (P11229 whole entry, looked up): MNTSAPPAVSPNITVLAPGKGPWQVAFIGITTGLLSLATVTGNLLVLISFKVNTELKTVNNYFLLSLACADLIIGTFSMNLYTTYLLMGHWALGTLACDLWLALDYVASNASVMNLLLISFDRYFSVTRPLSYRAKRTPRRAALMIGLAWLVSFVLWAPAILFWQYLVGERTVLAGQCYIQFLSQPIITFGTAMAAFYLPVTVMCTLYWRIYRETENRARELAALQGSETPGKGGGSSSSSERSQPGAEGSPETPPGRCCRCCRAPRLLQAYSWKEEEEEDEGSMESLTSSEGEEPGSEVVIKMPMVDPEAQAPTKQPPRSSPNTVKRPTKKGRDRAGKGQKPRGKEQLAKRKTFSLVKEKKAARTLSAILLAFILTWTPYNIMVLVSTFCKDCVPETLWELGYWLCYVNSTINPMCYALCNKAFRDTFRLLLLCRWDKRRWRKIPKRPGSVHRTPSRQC
TAAR1 ag: agonists of human TAAR1 | CHO RD-HGA16 TAAR1, Fluo-8 calcium fluorescence; vehicle wells 0%, saturating PEA agonist 100% | Q96RJ0 | actives 0.99% (n = 360,000) | activation, % at 3 µM | AID 624467;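 active means activation above the mean activation of all test compounds in the run plus 3 SD, cut at about 38% in these data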
Target sequence (Q96RJ0 whole entry, looked up): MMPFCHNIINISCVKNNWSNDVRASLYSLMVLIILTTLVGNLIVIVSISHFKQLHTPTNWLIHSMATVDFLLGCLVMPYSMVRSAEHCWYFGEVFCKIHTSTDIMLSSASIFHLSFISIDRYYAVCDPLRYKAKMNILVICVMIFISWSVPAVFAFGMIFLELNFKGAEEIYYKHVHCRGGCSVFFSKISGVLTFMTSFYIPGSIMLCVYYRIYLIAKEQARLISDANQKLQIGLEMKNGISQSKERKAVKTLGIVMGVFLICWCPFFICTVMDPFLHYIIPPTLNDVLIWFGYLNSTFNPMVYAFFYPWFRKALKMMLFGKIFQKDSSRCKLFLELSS
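Test system: RD-HGA16 (CHO) cells co-expressing Gα16 and hTAAR1 / Benchmarks: DMSO vehicle as 0%, PEA at EC100 as 100% / Repeats: no replicates (n 1) / Measure: % activation from peak over basal fluorescence ratio, DMSO-to-PEA scaled / Timing: 17-24 h plating, Fluo-8 75 min 37 °C, 30 min RT / Technique: kinetic Fluo-8 calcium fluorescence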
CHO-K1 Ca ag: nonselective activator or artifact in parental CHO-K1 cells; Fluo-8 calcium fluorescence; scaled to maximal ATP response, vehicle zero; activation, % at 3 µM; actives 0.48% (n = 360,000); in the data active means activation above about 15%;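 further: untransfected CHO-K1 host cells lacking M1 receptor as counterscreen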
CHRM1 antagonist: antagonists of human M1 muscarinic receptor; P11229; AID 588852; CHO-K1 hM1, Fluo-8 calcium fluorescence, ACh EC80 antagonist; actives 1.3% (n = 360,000); inhibition, % at 3 µM;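 active means percent inhibition above its own plate's cutoff, namely the mean of that plate's compound wells plus 3 SD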;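 further: peak over basal fluorescence ratio during 140 s after agonist addition; 0% = ACh EC80 plus DMSO and 100% = DMSO alone without agonist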
TAAR1 antag: antagonists of human TAAR1. actives 1.5% (n = 360,000). Q96RJ0. inhibition, % at 3 µM. CHO RD-HGA16 TAAR1, Fluo-8 calcium fluorescence, antagonist;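 active means inhibition above a per-plate cutoff, the mean inhibition of test compounds on that plate plus 3 SD, cut at about 49% in these data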;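 further: 0% = DMSO plus EC80 beta-PEA response and 100% = DMSO alone without agonist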
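Test system: RD-HGA16 CHO cells with stable hTAAR1 and Gα16 / Probe or stimulus: EC80 β-phenethylamine stimulus / Times: seeding 17-24 h prior, 75-min 37 °C, 30-min RT dye loading / Detection: Fluo-8 calcium-sensitive fluorescence / Read-out basis: % inhibition scaled between DMSO and EC80 PEA controls / Repeats: singlicate, one well per test compound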
M1 ag: agonists of human M1 muscarinic receptor | CHO-K1 hM1, Fluo-8 calcium fluorescence, agonist mode; 0% DMSO, 100% acetylcholine EC100 | activation, % at 3 µM | actives 0.33% (n = 360,000) | AID 588814;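 active means activation above the run's mean compound activation plus 3 SD, cut at about 16% in these data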;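 further: peak over basal fluorescence ratio within a 140 s kinetic read after compound addition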
* = called active by the depositor; x = not tested or not shown.

SMILES	CHO-K1 Ca antag	M1 PAM parental	CHO parental Ca	M1 PAM	TAAR1 ag	CHO-K1 Ca ag	CHRM1 antagonist	TAAR1 antag	M1 ag
Cc1oc(-c2cccs2)nc1CS(=O)CC(=O)NCc1ccc2c(c1)OCO2 (stereo not given)	-7	11	-22	6	1	-0.1	-15	-34	-4
O=C(NC(=S)N1CCc2ccccc21)c1ccc(Br)o1	-4	12	7	11	-2	0.6	-11	-32	-7
COc1ccc(CC(=O)Nc2ccccc2N2CCCCC2)cc1OC	-1	-6	-28	7	-2	0.6	2	-35	-1
Cc1nc(NC2=NCN(CCCN3CCOCC3)CN2)nc2c(C)cccc12	-1	1	-9	-5	x	-0.1	16	x	-1
COc1ccc(C)cc1N1C(=N)/C(=C2/Nc3ccccc3S2)C(c2ccccc2)C1=O (stereo not given)	16	-12	33	-2	17	2.6	5	25	2
CCC(=O)N/N=C(\C)CC(=O)Nc1cc(Cl)ccc1C	-5	21	-16	1	1	0.5	4	6	-8
CCSc1nnc(-c2ccccc2N=Cc2c(C)[nH]n(-c3ccccc3)c2=O)c(=O)[nH]1	-13	22	-5	8	2	0.9	-14	-22	-2
O=C(Nc1c2c(nn1-c1ccc([N+](=O)[O-])cc1)CS(=O)(=O)C2)c1ccccc1F	-13	5	-10	-2	6	0.8	14	-9	0
O=[N+]([O-])c1ccc(N/N=C2\CC3CC=CC23)c([N+](=O)[O-])c1 (stereo not given)	12	2	23	-5	0	8.9	14	-7	-4
O=C(OCCN1CCCCC1)c1ccccc1Br	-2	-8	-12	-18	2	3.0	25	2	-7
Cc1nc(N2CCN(S(=O)(=O)c3ccc(F)cc3)CC2)c2c(-c3cccs3)csc2n1	-2	21	-6	-11	4	2.7	7	20	-10
CC1=CC(C)(C)N(C(=O)Nc2ccccc2)c2ccccc21	-9	14	-14	-2	8	0.1	-4	18	-5
C/C(=N/NC(=O)CNC(=O)C1COc2ccccc2O1)c1ccc2c(c1)OCCO2 (stereo not given)	-14	17	-13	2	10	-0.1	8	-8	-8
CCN1C(=O)c2ccccc2S(=O)c2ccc(C(=O)N3CCCCCC3)cc21 (stereo not given)	-10	20	0	-6	1	0.7	1	-1	-9
CCN1C(=O)c2ccccc2S(=O)c2ccc(C(=O)NCCCN3CCCC3=O)cc21 (stereo not given)	2	6	14	0	2	0.4	3	-19	-14
O=C(OCc1cc(=O)n2ccsc2n1)c1ccccc1O	5	-12	-9	5	1	1.3	-8	-10	2
CC(=O)Nc1ccc(NC(=O)COC(=O)c2cc(S(=O)(=O)N3CCCC3)ccc2O)cc1	-7	16	-6	-15	2	0.3	30*	1	-1
Cc1cc(C(=O)Nc2ccc(Cl)cc2)c2ccccc2n1	5	-13	2	10	15	2.2	-6	20	0
Cc1ccc(NC(=O)N2CCCN(Cc3ccc(F)cc3)C2)cc1C	-4	0	-17	1	1	0.5	2	-16	-3
CC(NC(=O)C(c1ccccc1)c1ccccc1)c1ccc(S(N)(=O)=O)cc1 (stereo not given)	-13	3	-12	11	2	0.2	-7	-5	-7
Cc1coc2cc3oc(=O)cc(C)c3cc12	-2	16	-9	8	-1	0.2	-1	-2	-2
CC(=NNC(=O)c1ccc(NS(=O)(=O)c2cccs2)cc1)c1ccc(OCC(N)=O)cc1	-1	1	-3	9	1	-0.1	-8	-5	-4
CC12C(=O)N(c3ccc(OC(=O)c4ccco4)cc3)C(=O)C1C1c3ccccc3C2c2ccccc21 (stereo not given)	-8	24	-25	7	0	0.8	-11	-7	-6
COc1ccccc1CNC(=O)COC(=O)CCN=C1NS(=O)(=O)c2ccccc21	-2	21	-5	10	0	0.1	-9	-6	-2
O=C(CSc1nc2c(sc3ccccc32)c(=O)n1CCCN1CCCC1)NCc1ccco1	-13	19	-4	-3	0	6.4	-1	-14	-8

Limited to M1 PAM parental, for some of the entries so far:
mol	M1 PAM parental
CC1=CC(C)(C)N(C(=O)Nc2ccccc2)c2ccccc21	14
CCN1C(=O)c2ccccc2S(=O)c2ccc(C(=O)NCCCN3CCCC3=O)cc21 (stereo not given)	6
O=C(OCc1cc(=O)n2ccsc2n1)c1ccccc1O	-12

(continued)
SMILES	CHO-K1 Ca antag	M1 PAM parental	CHO parental Ca	M1 PAM	TAAR1 ag	CHO-K1 Ca ag	CHRM1 antagonist	TAAR1 antag	M1 ag
COc1cc(C(=O)N2CCN(S(=O)(=O)c3ccc(C)cc3)CC2)ccc1OCc1c(C)noc1C	-9	15	-23	7	1	0.7	-11	-14	-3
O=C(NCCN1CCC(n2c(=O)[nH]c3ccccc32)CC1)c1cccc2c1-c1ccccc1C2=O	5	-6	x	x	10	2.9	x	59*	x
CN(c1cccc(NC(=O)c2cccc([N+](=O)[O-])c2)c1)S(C)(=O)=O	-5	9	-2	6	7	4.0	3	1	-3
COc1cccc2cc(C(=O)n3ccc(C)n3)c(=O)oc12	-8	12	9	9	6	0.1	-56	-3	2
COc1cc(S(=O)(=O)NC2CCCC2)c(OC)cc1Cl	-13	18	-11	8	5	0.5	-9	5	-7
COc1ccc2c(c1)c1nnc(SCC(=O)Nc3ccccc3F)nc1n2C	-8	14	-15	13	3	0.5	-21	-7	-2
Nc1c(C(=O)Nc2ccccc2)sc2nc3c(c(-c4ccco4)c12)CCC3	16	2	-18	5	3	-0.6	-6	-7	1
Cc1ccc(C)c(NC(=O)CSc2nnc(-c3ccco3)o2)c1	1	13	-16	7	7	6.5	-8	-14	-1
COC(=O)c1cc2sccc2n1CC(=O)Nc1ccc(OC)c(OC)c1OC	-19	-4	-17	0	10	1.1	-2	5	0
CC1(C(=O)OCC(=O)Nc2cc(S(=O)(=O)N3CCOCC3)ccc2Cl)CC1(Cl)Cl (stereo not given)	-12	-3	x	-5	13	6.8	8	40	-3
Cc1cc(=O)oc2cc(NC(=O)COc3cccc(C(F)(F)F)c3)ccc12	-9	4	-7	7	3	0.3	-6	-12	-3
CCOC(=O)N1CCN(C(=O)C(CC(C)C)NS(=O)(=O)c2ccc3c(c2)oc(=O)n3C)CC1 (stereo not given)	-10	3	-22	0	15	0.2	1	-4	-4
COc1ccc(-c2cnc(C(O)c3ccc(C(C)(C)C)cc3)[nH]2)cc1 (stereo not given)	18	-10	x	4	6	0.6	-8	-8	-1
CC(=O)OC(C)CS(=O)(=O)c1ccccc1 (stereo not given)	-9	5	9	10	3	0.6	-3	2	2
CN1CCC(C2(O)c3ccccc3CCc3ccccc32)CC1	-2	12	-12	-23	2	0.3	57*	5	-9
Cc1ccccc1NC(=O)Cc1nc(COC(=O)COc2ccc(C(C)(C)C)cc2)cs1	-11	-7	-30	-1	8	2.6	6	27	-4
NC(=S)c1cc2ccc(O)cc2oc1=O	1	10	x	-1	14	2.7	11	-4	-1
CCn1ncc(/C=C/C(=O)Nc2c(C)nn(CC)c2C)c1C	4	-1	2	3	1	4.8	4	-10	-4
CNC(=O)N(O)C1N(/N=C/c2ccc(N(C)C)cc2)C(=S)SC1(C)C (stereo not given)	-8	11	-2	8	0	1.1	1	-1	-2
NC(=O)c1cnn(C2CCS(=O)(=O)C2)c1 (stereo not given)	-10	23	9	5	0	1.4	-3	16	-3
CCN1C(=O)CC(c2ccccc2)N(C2CCCC2)c2nc(Nc3ccc(C(=O)NC4CCN(C)CC4)cc3OC)ncc21 (stereo not given)	-19	14	-26	6	x	0.6	-8	x	-10
CCCn1c(=S)[nH]c2cc(C(=O)N3CCN(c4ccc(F)cc4)CC3)ccc2c1=O	-5	12	x	5	-2	0.6	-5	-30	-2
O=c1cc(O)n(Cc2ccc(F)cc2)c(=O)[nH]1	-16	-4	x	3	0	-0.1	-16	-12	-5
COCCn1c(SCC(=O)Nc2ccc(NC(=O)c3ccco3)c(OC)c2)nc2ccccc2c1=O	-9	18	-5	6	5	0.0	-2	1	-3
O=C(CCNS(=O)(=O)c1cccs1)NC1CCN(Cc2ccccc2)CC1	1	22	-8	8	6	10	-1	-1	-13

Quoted at random: 6 entries already listed, in no set order.
SMILES	CHO-K1 Ca antag	M1 PAM parental	CHO parental Ca	M1 PAM	TAAR1 ag	CHO-K1 Ca ag	CHRM1 antagonist	TAAR1 antag	M1 ag
CC(=O)OC(C)CS(=O)(=O)c1ccccc1 (stereo not given)	-9	5	9	10	3	0.6	-3	2	2
CNC(=O)N(O)C1N(/N=C/c2ccc(N(C)C)cc2)C(=S)SC1(C)C (stereo not given)	-8	11	-2	8	0	1.1	1	-1	-2
Cc1nc(N2CCN(S(=O)(=O)c3ccc(F)cc3)CC2)c2c(-c3cccs3)csc2n1	-2	21	-6	-11	4	2.7	7	20	-10
CCC(=O)N/N=C(\C)CC(=O)Nc1cc(Cl)ccc1C	-5	21	-16	1	1	0.5	4	6	-8
CC12C(=O)N(c3ccc(OC(=O)c4ccco4)cc3)C(=O)C1C1c3ccccc3C2c2ccccc21 (stereo not given)	-8	24	-25	7	0	0.8	-11	-7	-6
CCOC(=O)N1CCN(C(=O)C(CC(C)C)NS(=O)(=O)c2ccc3c(c2)oc(=O)n3C)CC1 (stereo not given)	-10	3	-22	0	15	0.2	1	-4	-4
